# Spn PMK inh = S. pneumoniae PMK inhibition; purified PMK, PK/LDH-coupled NADH absorbance 340 nm; inhibition, % at 10 µM; 65,000 compounds, 0.49% hits; AID 539;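 active means top-ranked compounds by inhibition in the single 10 µM screen, taking a fixed number of the strongest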;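 further: 0% = full reaction with DMSO carrier and 100% = background rate without enzyme reaction; no value below 0 was filed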
# HPDE-C7 cytotoxicity = HPDE-C7 pancreatic duct cell viability loss – fluorescence, HTS (AID 430); cytotoxicity, % at 10 µM, or EC50 in µM where a hit was titrated; 63,000 compounds, 1.8% hits; HPDE-C7 pancreatic duct cells viability, fluorescence; higher % means a stronger effect;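 further: cells exposed to compound for 48 hours before viability readout; 0% = vehicle and 100% = reference cytotoxic drug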
# MK inhibit = blocks S. pneumoniae mevalonate kinase; purified MK, PK/LDH-coupled NADH absorbance 340 nm; inhibition, % at 10 µM; 65,000 compounds, 0.48% hits; AID 555;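 active means ranked among the strongest by inhibition in the single 10 µM screen, a fixed top-ranked set picked for dose follow-up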; further: no value below 0 was filed
# LYP phosphatase = LYP phosphatase inhibitors, primary screen, biochemical, DiFMUP fluorescence, recombinant catalytic domain, 10 µM (AID 606); recombinant LYP catalytic domain, DiFMUP fluorescence; higher % means a stronger effect; inhibition, % at 10 µM; hits with a dose series show IC50 in µM; 52,000 tested, under 10 active;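 active means IC50 under 40 µM in the dose-response test; inactive means IC50 of 40 µM or more, or never dose-tested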
# HPDE-C7K KRASV12 = viability loss of HPDE-C7K cells – cell-based, fluorescence, HTS, primary screen (AID 431). HPDE-C7K KRASV12 cells, Alamar Blue viability, 48 h; higher % means a stronger effect. cytotoxicity, % at 10 µM, or EC50 in µM where a hit was titrated. 63,000 compounds, 1.7% hits;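 active means compounds whose percent cytotoxicity in the single-dose primary screen, scaled between solvent and toxic-drug controls, exceeds 50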;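 further: 0% = DMSO solvent wells and 100% = doxorubicin-treated wells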
# HT1080 cytotoxicity = cytotoxicity in HT1080 fibrosarcoma cells, cell-based, fluorescence readout (AID 620). HT1080 viability, fluorescence; higher % means a stronger effect. cytotoxicity, % at 10 µM; hits with a dose series show EC50 in µM. 87,000 compounds, 0.42% hits;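 further: cells exposed to compound overnight then 4 h with Alamar Blue; 0% = vehicle DMSO and 100% = killing control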
# Bfl-1 inhibitors = Bfl-1 inhibitors, primary screen, biochemical, fluorescence polarization, FITC-Bid, mouse (AID 432); FITC-Bid BH3 peptide fluorescence polarization displacement; higher % means a stronger effect; one-dose displacement, % at 20 µM; IC50 in µM for titrated hits; 64,000 compounds, 0.02% hits; in the data active means a potency from the dose series; inactive means the rest, 99 in 100 with displacement below about 15%; further: strong numbers were not always called active
# DPM-DC inhibit = S. pneumoniae DPM-DC inhibition | purified DPM-DC, PK/LDH coupled NADH fluorescence | calls only at 10 µM | 65,000 compounds, 0.49% hits;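 active means the 320 compounds with the highest percent inhibition in the single-dose primary screen, excluding strongly autofluorescent ones, cut at about 32% in these data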;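 further: kinetic rate of NADH fluorescence loss reporting ADP formed by the decarboxylase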
# TNAP inhibition = human TNAP enzyme inhibitors, biochemical, luminescent (AID 518) | purified TNAP enzyme, luminescent substrate readout; higher % means a stronger effect | inhibition, % at 20 µM, or IC50 in µM where a hit was titrated | 64,000 compounds, 0.09% hits; in the data active means a potency from the dose series; inactive means the rest, 99 in 100 with inhibition below about 22%;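 further: plate controls were vehicle for no effect and reference inhibitor for full effect; many of its hits are not listed in these tables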
# Spn PMK inh pilot replicates = further read-out of Spn PMK inh, marked with its call; inhibition, %; measured here: pilot screen replicates
# MK inhibit pilot replicates = second read-out of MK inhibit, no call of its own (marks repeat the call); inhibition, %; measured here: pilot screen replicates
# DPM-DC inhibit pilot screen % = recorded beside DPM-DC inhibit, whose call it bears; inhibition, %; measured here: pilot screen trials
# The depositor's hits bear a star; i = inactive; x = no result given; + = active, no number; [ ] = remark or other dose. Unless noted, no stated cut-off is given here; in the data, active means cytotoxicity above about 50%; inactive means the rest.
SMILES,Spn PMK inh,HPDE-C7 cytotoxicity,MK inhibit,LYP phosphatase,HPDE-C7K KRASV12,HT1080 cytotoxicity,Bfl-1 inhibitors,DPM-DC inhibit,TNAP inhibition,others
O=c1c2[nH]c3ccccc3c2ncn1CCC1=CCCCC1,9,-22%,10,x,-50%,1%,7%,i,17%,
COC(=O)CSc1nnc(CSc2nc(C)cc(C)n2)n1Cc1ccco1,10,-2%,15,-3%,13%,-6%,-12%,i,2%,Spn PMK inh pilot replicates=0.5;MK inhibit pilot replicates=0.0;DPM-DC inhibit pilot screen %=0.0
COC(=O)C1=C(C)NC(C)=C(C(=O)OC)C1c1ccc(N(C)C)cc1,15,-26%,9,x,1%,-2%,6%,i,13%,
Cn1c(=O)n(C)c2cc(NS(C)(=O)=O)ccc21,17,-29%,3,-9%,-25%,3%,-4%,i,1%,
O=c1[nH]c(Cn2nnc(-c3ccccc3)n2)nc2scc(-c3ccccc3)c12,10,-2%,0,x,2%,3%,-8%,i,8%,
CCCCCCNC(=O)Cc1nc2nc(C)cc(C)n2n1,20,-7%,7,8%,-5%,-2%,-3%,i,11%,
O=C(c1ccco1)N1CCN(CCCCN2C(=O)c3ccccc3C2=O)CC1,5,8%,14,-3%,6%,7%,-1%,i,5%,Spn PMK inh pilot replicates=3.5;MK inhibit pilot replicates=0.5;DPM-DC inhibit pilot screen %=0.5
Cc1ccc(C)c(C(=O)CSc2n[nH]c(C(C)C)n2)c1,10,-7%,3,9%,-14%,6%,0%,i,10%,
C=CCn1c(SCc2c(C)noc2C)nnc1C1COc2ccccc2O1 (stereo not given),15,-11%,0,7%,-10%,1%,5%,i,0%,
CC1CCc2nc(NC(=O)CN3CCN(c4ccccc4)CC3)sc2C1 (stereo not given),10,-21%,14,6%,-6%,-21%,-1%,i,-14%,
COc1ccc(S(=O)(=O)CCC(=O)Nc2c(C)n(C)n(-c3ccccc3)c2=O)cc1,3,-10%,0,6%,-3%,-3%,-4%,i,10%,
CCOC(=O)C1CCCN(C/C(O)=C(\C#N)c2nc(-c3ccccc3)cs2)C1 (stereo not given),16,-21%,0,x,-20%,x,1%,i,-3%,
COc1cc(-c2nnc(-c3cccnc3)o2)cc(OC)c1OC,5,-10%,2,-4%,-26%,18%,-3%,i,8%,
Cc1cc(Nc2ccccc2)n(-c2nc3ccccc3[nH]2)n1,18,4%,0,-7%,2%,-3%,6%,i,-15%,
CC1CCN(C(=O)c2ccccc2NC(=O)c2cccc(S(=O)(=O)N3CCOCC3)c2)CC1,14,-6%,7,7%,-1%,1%,1%,i,11%,
Cc1c(C(=O)OC(C)C)[nH]c2c1C(=O)CC(C)(C)C2,7,0%,3,3%,11%,-4%,-1%,i,2%,
Nc1ccc2ncccc2c1,8,3%,10,2%,10%,-4%,-4%,i,12%,
COC(=O)c1ccc(Cn2cnc3c(cnn3-c3ccc(F)cc3)c2=O)o1,20,-19%,5,12%,-4%,-2%,-6%,i,4%,
COc1ccc(OCC(=O)N2CCN(C(=O)c3cccs3)CC2)cc1,5,4%,8,-4%,6%,4%,-1%,i,19%,Spn PMK inh pilot replicates=6.0;MK inhibit pilot replicates=1.0;DPM-DC inhibit pilot screen %=2.5
N#Cc1ccc(Cn2c(=O)c(C#N)c3n(c2=O)CCC3)cc1,5,-8%,6,19%,-3%,3%,-5%,i,7%,
COc1ccc(N(C)S(=O)(=O)c2c(C)[nH]c(=O)[nH]c2=O)c(OC)c1,12,-3%,0,-3%,-3%,-6%,-10%,i,5%,
O=C(Nc1ccc(F)cc1)c1ccc(S(=O)(=O)NCC2CCCO2)cc1 (stereo not given),9,4%,5,-3%,-8%,-1%,8%,i,7%,
COc1ccc(CCNC(=O)CN(C2CCCCC2)S(C)(=O)=O)cc1,4,-3%,7,14%,-7%,5%,-3%,i,5%,
CSc1sc(C)cc1C1C(C#N)=C(N)N(c2cccnc2)C2=C1C(=O)CCC2 (stereo not given),6,-12%,4,-12%,-8%,-6%,-3%,i,11%,
Cc1ccc(S(=O)(=O)NCCNC(=O)CN2CCCC2)cc1,3,-31%,7,x,-25%,2%,-4%,i,-4%,
Cc1ccc(C2C3CN(C(C)C)CC=C3C(C#N)=C(N)C2(C#N)C#N)cc1 (stereo not given),0,-1%,5,2%,24%,-2%,x,+[fluoresces],13%,Spn PMK inh pilot replicates=4.0;MK inhibit pilot replicates=0.5;DPM-DC inhibit pilot screen %=28*
COc1ccc2c(c1)OC(O)(C(F)F)CC2=O (stereo not given),0,-1%,6,11%,-7%,11%,-1%,i,6%,Spn PMK inh pilot replicates=1.0;MK inhibit pilot replicates=3.0;DPM-DC inhibit pilot screen %=0.0
O=C(Nc1ccccc1C(F)(F)F)N1CCN(c2ccc3nnc(-c4ccc(F)cc4)n3n2)CC1,10,13%,10,-3%,2%,0%,-1%,i,6%,
CCOC(=O)N1CCC(NC(=O)c2cc(C(=O)Nc3ccc(OC)c(OC)c3)ccc2CO)CC1,13,-22%,0,3%,-14%,-6%,-12%,i,4%,
OC(COCC1COc2ccccc2O1)CN1CCN(c2ccccn2)CC1 (stereo not given),11,6%,5,x,16%,2%,-5%,i,12%,
Cc1cc(=O)oc2c1c(C)nn2-c1ccc(C(=O)OC(C)C)cc1,1,-11%,5,x,-1%,5%,4%,i,16%,Spn PMK inh pilot replicates=3.0;MK inhibit pilot replicates=2.0;DPM-DC inhibit pilot screen %=0.0
CCOC(=O)C1=C(N)n2c(s/c(=C\c3cccnc3)c2=O)=C(C(=O)OC)C1c1cccnc1 (stereo not given),0,11%,5,-10%,-16%,-9%,6%,i,6%,
O=C(NCCc1ccc(Cl)cc1)C1CCN(S(=O)(=O)N2CCCC2)CC1,21,-7%,0,2%,-2%,-5%,2%,i,14%,
CC(C)CCn1c(Cl)nc2c1c(=O)n(C)c(=O)n2C,12,-5%,3,2%,1%,2%,4%,i,10%,
COc1ccc(Cn2nnc(C(=O)Nc3ccc(F)cc3)c2N)cc1,9,-4%,0,x,7%,-11%,0%,i,4%,
CCOc1ccc(NC(=O)NCCN2C(C)CCCC2C)cc1 (stereo not given),0,0%,7,x,2%,4%,-3%,i,7%,
O=C(NC(Nc1ncccn1)C(=O)c1ccccc1)c1ccccc1 (stereo not given),3,-4%,6,15%,2%,4%,1%,i,0%,
CCC(=O)Nc1ccc(C(=O)CSc2nnc(-c3cccnc3)o2)cc1,13,-16%,6,11%,-24%,-4%,3%,i,8%,
CCOC(=O)c1nn(-c2ccccc2)c(=O)c(C#N)c1C,14,-16%,6,x,1%,4%,-5%,i,11%,
Cn1c(C(=O)N2CCc3ccccc3C2)cc2oc3ccccc3c21,14,40%,5,6%,40%,0%,-5%,i,4%,

# Sorted by molar mass (lowest first): 9 of the compounds above.
SMILES,Spn PMK inh,HPDE-C7 cytotoxicity,MK inhibit,LYP phosphatase,HPDE-C7K KRASV12,HT1080 cytotoxicity,Bfl-1 inhibitors,DPM-DC inhibit,TNAP inhibition,others
COc1ccc2c(c1)OC(O)(C(F)F)CC2=O (stereo not given),0,-1%,6,11%,-7%,11%,-1%,i,6%,Spn PMK inh pilot replicates=1.0;MK inhibit pilot replicates=3.0;DPM-DC inhibit pilot screen %=0.0
COc1cc(-c2nnc(-c3cccnc3)o2)cc(OC)c1OC,5,-10%,2,-4%,-26%,18%,-3%,i,8%,
Cc1ccc(C2C3CN(C(C)C)CC=C3C(C#N)=C(N)C2(C#N)C#N)cc1 (stereo not given),0,-1%,5,2%,24%,-2%,x,+[fluoresces],13%,Spn PMK inh pilot replicates=4.0;MK inhibit pilot replicates=0.5;DPM-DC inhibit pilot screen %=28*
CCC(=O)Nc1ccc(C(=O)CSc2nnc(-c3cccnc3)o2)cc1,13,-16%,6,11%,-24%,-4%,3%,i,8%,
O=C(Nc1ccc(F)cc1)c1ccc(S(=O)(=O)NCC2CCCO2)cc1 (stereo not given),9,4%,5,-3%,-8%,-1%,8%,i,7%,
C=CCn1c(SCc2c(C)noc2C)nnc1C1COc2ccccc2O1 (stereo not given),15,-11%,0,7%,-10%,1%,5%,i,0%,
O=c1[nH]c(Cn2nnc(-c3ccccc3)n2)nc2scc(-c3ccccc3)c12,10,-2%,0,x,2%,3%,-8%,i,8%,
CSc1sc(C)cc1C1C(C#N)=C(N)N(c2cccnc2)C2=C1C(=O)CCC2 (stereo not given),6,-12%,4,-12%,-8%,-6%,-3%,i,11%,
CCOC(=O)C1=C(N)n2c(s/c(=C\c3cccnc3)c2=O)=C(C(=O)OC)C1c1cccnc1 (stereo not given),0,11%,5,-10%,-16%,-9%,6%,i,6%,

# Next compounds:
SMILES,Spn PMK inh,HPDE-C7 cytotoxicity,MK inhibit,LYP phosphatase,HPDE-C7K KRASV12,HT1080 cytotoxicity,Bfl-1 inhibitors,DPM-DC inhibit,TNAP inhibition,others
Cc1ccc2oc(NC(=O)N3CCOCC3)cc(=O)c2c1,0,-17%,13,-4%,-1%,1%,0%,i,8%,
CCOC(=O)c1c(NC(=O)c2ccc(Br)o2)sc2c1CCCC2,4,31%,0,8%,36%,-5%,-12%,x,4%,
COc1cc(-c2nc(-c3cccc(C(F)(F)F)c3)no2)cc(OC)c1OC,17,-2%,3,0%,8%,-8%,-7%,i,1%,Spn PMK inh pilot replicates=0.5;MK inhibit pilot replicates=0.0;DPM-DC inhibit pilot screen %=0.0
CCNC(=O)c1c(C)nc2ccccn12,15,-13%,4,-1%,-14%,-8%,0%,i,13%,
COc1cc(S(=O)(=O)NCc2ccc3c(c2)OCO3)ccc1Cl,0,5%,4,6%,16%,x,0%,i,12%,
CC(C)(C)n1nc2c(c1NC(=O)c1ccc(S(=O)(=O)N3CCCCC3)cc1)CS(=O)C2 (stereo not given),7,-1%,0,-8%,-1%,-4%,0%,i,6%,
Cc1nc2c(C)cccn2c1/C(O)=C1\C(=O)C(=O)N(CCN(C)C)C1c1ccncc1 (stereo not given),10,-8%,9,-1%,0%,-10%,5%,i,16%,
COCCNC(=O)COc1ccc(C)c(C)c1,0,-5%,6,10%,-3%,x,4%,i,0%,
O=C(CN1C(=O)c2ccccc2C1=O)Nc1ccc(S(=O)(=O)NCC2CCCO2)cc1 (stereo not given),4,3%,10,-4%,-6%,-7%,-6%,i,18%,Spn PMK inh pilot replicates=4.0;MK inhibit pilot replicates=0.0;DPM-DC inhibit pilot screen %=0.0
Cc1cc(NS(=O)(=O)c2ccc(NC(=O)CCCOc3ccccc3)cc2)no1,17,1%,0,12%,-1%,-5%,3%,i,4%,
Cc1cccc(-c2noc(CCC(=O)Nc3ccccc3)n2)c1,7,6%,9,-9%,9%,3%,-4%,i,24%,Spn PMK inh pilot replicates=1.0;MK inhibit pilot replicates=0.0;DPM-DC inhibit pilot screen %=0.0
Cc1nc(-c2cnn(-c3ccccc3)c2)c2cc(C)oc2n1,4,-3%,0,3%,0%,-2%,-5%,+[fluoresces],9%,Spn PMK inh pilot replicates=2.0;MK inhibit pilot replicates=0.0;DPM-DC inhibit pilot screen %=28*
O=c1[nH]n(-c2cccc3cccnc23)c(=O)c2ccccc12,24,2%,0,-19%,3%,36%,-5%,i,9%,
CC1(C)Cc2c(C#N)c(OCC(=O)c3ccccc3)nc(-c3ccoc3)c2CO1,1,4%,9,x,4%,-11%,-3%,i,1%,

# From PubChem
